Epigenetic derep: derepresses silenced GFP reporter in murine cells. AID 1865. murine LDR cells, GFP reporter derepression, 30 h. 280,000 tested, 0.2% active. Potency, µM (titrated, usually from 53.9 µM), for inactives: at the highest dose GFP activation, most hits filed as activators; active = well fitted activation curve with a large enough effect; inconclusive = small, poorly fitted or top-dose-only effect; note: % of control where 0% means no effect; nearly all actives have a fitted effect of over 60% in size
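Murine LDR cells carrying a silenced, genomically integrated CMV-driven GFP reporter were exposed to compound for 30 hours at 37 C. After PBS washes, GFP-positive cells (20–120 um objects) were counted by laser-scanning microplate cytometry.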
* hit, by the source's call. Potency is the fitted concentration of half-maximal effect. An excerpt; count on the stated rates, not on these rows.

How did O=C(Cn1c(=O)oc2cc(S(=O)(=O)N3CCCC3)ccc21)Nc1ccc(F)cc1F do in these assays?
Epigenetic derep: -3.8%

What do the screens show for `Cc1c(C)n(Cc2ccccc2)c2ccc(C(=O)NCc3ccco3)cc12`?
Epigenetic derep: 7.3%

Results for CCOc1ccccc1NC(=O)CCCc1nc(-c2ccccc2Cl)no1 ?
Epigenetic derep: 7.4%

Results for Cc1ccc(S(=O)(=O)Nc2cc3c(cc2NCc2ccccc2)n(C)c(=O)n3C)cc1 ?
Epigenetic derep: 1.9%

Results for CCOc1ccc(S(=O)(=O)N2CCC(N3CCN(Cc4ccc(C)cc4)C(=O)C3=O)CC2)cc1 ?
Epigenetic derep: -1.8%

Results for Cc1ccc2oc(=O)c3cc(C(=O)N4CCN(c5ccccc5)CC4)sc3c2c1 ?
Epigenetic derep: -1.1%

Results for CCCc1nc2sc3c(N4CCC(C)CC4)ncnc3c2c2c1CCCC2 ?
Epigenetic derep: 6.7%

Results for CCN(Cc1ccccc1)Cc1c(O)ccc2oc(C)c(C(=O)Nc3ccccc3C)c12 ?
Epigenetic derep: -1.9%

Results for CCc1cccc(NC(=O)Cn2c(=O)n(CCCCCC(=O)NCc3ccc(F)cc3)c(=O)c3sccc32)c1 ?
Epigenetic derep: inconclusive

Results for COc1ccc(-c2noc(-c3cccnc3NCc3ccco3)n2)cc1 ?
Epigenetic derep: 1.7%

How did COc1cc2c(C(=O)N3CCN(c4ccc(C)cc4)C(C)C3)cn(CC(C)C)c(=O)c2cc1OC (stereo not given) do in these assays?
Epigenetic derep: 9.2%

How did Cc1cc(=O)[nH]c(SCC(=O)N2CCN(c3ccccc3)CC2)n1 do in these assays?
Epigenetic derep: -1.9%

Results for CC1(C)O[C@H]2[C@@H](O1)[C@@H](C(=O)Nc1ccc(F)c(F)c1)O[C@@H]1OC(C)(C)O[C@@H]12 ?
Epigenetic derep: -4.5%

What do the screens show for `CCCCn1c(CNC(=O)C23CC4CC(CC(C4)C2)C3)nnc1SCC(=O)Nc1ccccc1`?
Epigenetic derep: 1.1%

Results for COc1ccccc1N1CCN(C(=O)CN2C(=O)COc3ccc(S(=O)(=O)N4CCC(C)CC4)cc32)CC1 ?
Epigenetic derep: -1.4%

Results for Cc1nc2ccc(S(=O)(=O)NC(C(=O)NCc3ccc(Cl)cc3)C(C)C)cc2s1 (stereo not given) ?
Epigenetic derep: -1.7%

How did O=C(NCCc1nc2ccccc2n1Cc1c(F)cccc1Cl)c1ccco1 do in these assays?
Epigenetic derep: inconclusive

Results for Cc1ccc(-n2nc(C)c3c(C(F)(F)F)cc(-c4cccnc4)nc32)cc1Cl ?
Epigenetic derep: -3.1%

How did COc1cccc(CC(=O)Nc2ccc3nc(N4CCC(C)CC4)cc(C)c3c2)c1 do in these assays?
Epigenetic derep: 8.7%

What do the screens show for `COc1ccc(NCc2cc3cc4c(cc3n(CC(=O)Nc3ccc(F)cc3F)c2=O)OCO4)cc1`?
Epigenetic derep: 2.4%

How did Cc1ccc(-c2c(C)n3c4c(=O)n(C)c(=O)n(C)c4nc3n2CCCO)cc1 do in these assays?
Epigenetic derep: inconclusive

Results for O=C(CCC1N=C2c3ccccc3N=C(SCc3ccc(Cl)cc3)N2C1=O)NCCc1ccccc1 (stereo not given) ?
Epigenetic derep: -3.8%

How did Cc1ccc(Cl)c(NC(=O)Nc2csc3c2CCCC3)c1 do in these assays?
Epigenetic derep: 0.0%

How did CCOC(=O)c1c(NC(=O)COc2ccccc2F)sc2c1CCCC2 do in these assays?
Epigenetic derep: inconclusive

How did COc1ccccc1NC(=O)c1sc2nc(C)c(C(=O)Nc3ccc(C)cc3C)c(-c3ccccc3Cl)c2c1N do in these assays?
Epigenetic derep: 9.0%

Results for Cc1cc2oc(=O)c(CC(=O)NCCc3ccccc3F)c(C)c2c2occ(C(C)(C)C)c12 ?
Epigenetic derep: 8.7%

What do the screens show for `Cc1ccc(C(=O)c2oc3ccccc3c2NC(=O)c2cc(=O)c3ccccc3o2)cc1`?
Epigenetic derep: -1.0%

What do the screens show for `O=c1c2ccccc2n2c(-c3ccccc3F)nnc2n1CCc1ccccc1`?
Epigenetic derep: -3.9%

How did O=C(c1cc(-c2ccc(F)cc2)on1)N1CCN(c2ccc(F)cc2)CC1 do in these assays?
Epigenetic derep: -1.8%

Results for O=C(Nc1ccc(F)c(Cl)c1)c1ccc2c(Cl)c3c(nc2c1)CCCC3 ?
Epigenetic derep: -0.9%

Results for Cc1sc2c(c1C)c(=O)n(-c1cccc(C(F)(F)F)c1)c(=O)n2Cc1ccc(F)cc1 ?
Epigenetic derep: 0.0%

What do the screens show for `COc1ccc(-c2[nH]c(-c3ccc(Cl)cc3)nc2SCC(=O)NCC2CCCO2)cc1` (stereo not given)?
Epigenetic derep: 5.3%

How did COc1ccc(-n2c(=O)c3c4c(sc3n(Cc3ccc(F)cc3)c2=O)CCCC4)c(OC)c1 do in these assays?
Epigenetic derep: 6.5%

What do the screens show for `O=C(c1cccc(Cl)c1)n1nc(-c2ccco2)nc1NCc1cccs1`?
Epigenetic derep: 1.9%

Results for COc1ccc(OCC(=O)N2CCN(C(=O)c3cc(OC)c(OC)c(OC)c3)CC2)cc1 ?
Epigenetic derep: 1.6%

How did COC(=O)c1cccnc1-n1c(=O)c2cccnc2n(CC(=O)Nc2cccc(C)c2)c1=O do in these assays?
Epigenetic derep: 2.8%

What do the screens show for `Cc1cc(C)c2c(CC(=O)Nc3ccccc3C(F)(F)F)coc2c1`?
Epigenetic derep: -1.9%

Results for Cc1ccc(-n2c(=O)c3sc4ccccc4c3n(C)c2=O)cc1F ?
Epigenetic derep: 2.8%

What do the screens show for `Cc1ccc(-n2nc(C(=O)N(C)Cc3ccccc3)c3c4ccccc4n(C)c3c2=O)cc1`?
Epigenetic derep: -1.0%

Results for COc1ccc(CCNC(=O)CCn2c(=O)c3cccn3c3cccnc32)cc1OC ?
Epigenetic derep: 5.5%

Some of these compounds in order of formula weight, high to low:
How did COc1ccc(-n2c(=O)c3c4c(sc3n(Cc3ccc(F)cc3)c2=O)CCCC4)c(OC)c1 do in these assays?
Epigenetic derep: 6.5%

What do the screens show for `COc1ccc(-c2[nH]c(-c3ccc(Cl)cc3)nc2SCC(=O)NCC2CCCO2)cc1` (stereo not given)?
Epigenetic derep: 5.3%

Results for Cc1cc2oc(=O)c(CC(=O)NCCc3ccccc3F)c(C)c2c2occ(C(C)(C)C)c12 ?
Epigenetic derep: 8.7%

Results for Cc1sc2c(c1C)c(=O)n(-c1cccc(C(F)(F)F)c1)c(=O)n2Cc1ccc(F)cc1 ?
Epigenetic derep: 0.0%

How did COC(=O)c1cccnc1-n1c(=O)c2cccnc2n(CC(=O)Nc2cccc(C)c2)c1=O do in these assays?
Epigenetic derep: 2.8%

Results for COc1ccc(OCC(=O)N2CCN(C(=O)c3cc(OC)c(OC)c(OC)c3)CC2)cc1 ?
Epigenetic derep: 1.6%

Results for COc1ccc(CCNC(=O)CCn2c(=O)c3cccn3c3cccnc32)cc1OC ?
Epigenetic derep: 5.5%

Results for O=C(Nc1ccc(F)c(Cl)c1)c1ccc2c(Cl)c3c(nc2c1)CCCC3 ?
Epigenetic derep: -0.9%

What do the screens show for `O=c1c2ccccc2n2c(-c3ccccc3F)nnc2n1CCc1ccccc1`?
Epigenetic derep: -3.9%

How did O=C(c1cc(-c2ccc(F)cc2)on1)N1CCN(c2ccc(F)cc2)CC1 do in these assays?
Epigenetic derep: -1.8%

What do the screens show for `Cc1cc(C)c2c(CC(=O)Nc3ccccc3C(F)(F)F)coc2c1`?
Epigenetic derep: -1.9%

Results for Cc1ccc(-n2c(=O)c3sc4ccccc4c3n(C)c2=O)cc1F ?
Epigenetic derep: 2.8%

The list continues:
How did CCN(CC)CCOC(=O)c1ccc(NC(=O)c2cc3cc(OC)ccc3oc2=O)cc1 do in these assays?
Epigenetic derep: 1.1%

What do the screens show for `COc1ccc(CCNC(=O)CN2C(=O)COc3ccc(S(=O)(=O)N4CCCCCC4)cc32)cc1OC`?
Epigenetic derep: 2.9%

How did Cc1cccc(NC(=O)CSc2cn(CC(=O)N3CCCCCC3)c3ccccc23)c1 do in these assays?
Epigenetic derep: 8.9%

How did COc1ccc2cc3c(N)nn(C(=O)c4ccc(OC)c(OC)c4)c3nc2c1 do in these assays?
Epigenetic derep: -1.1%

What do the screens show for `COc1ccccc1C(=O)Nc1ccc(OCc2cc(=O)n3cc(C)sc3n2)cc1`?
Epigenetic derep: -3.2%

How did COc1ccc(OC)c(CCNC(=O)Cn2ccc3cc(S(=O)(=O)N4CCCCC4)ccc32)c1 do in these assays?
Epigenetic derep: -1.7%

Results for COc1ccc(N2CCN(Cc3cc(=O)oc4ccc(OC)cc34)CC2)cc1 ?
Epigenetic derep: 0.3%

Results for COC(=O)c1sc2ncccc2c1-n1c(C)ccc1C ?
Epigenetic derep: -1.9%

What do the screens show for `COc1ccccc1CNC(=O)CCCCn1c(=O)c2ccccc2n(Cc2ccccc2F)c1=O`?
Epigenetic derep: -0.9%

What do the screens show for `Cc1ccccc1NC(=O)CSc1nc(-c2cccs2)nc2cc(=O)[nH]n12`?
Epigenetic derep: -3.4%

What do the screens show for `CCOc1ccc(NC(=O)N2CCC(N3CCCCC3)CC2)cc1`?
Epigenetic derep: 3.2%

Results for COc1ccc(-c2cc(C(F)(F)F)n3nc(-c4ccc(Cl)cc4)cc3n2)cc1OC ?
Epigenetic derep: 0.0%

How did Cc1cc(C)n2nc(CNS(=O)(=O)c3ccc(C)c(C)c3)nc2n1 do in these assays?
Epigenetic derep: -0.9%

What do the screens show for `COc1ccc(NC(=O)CN(c2ccccc2OC)S(C)(=O)=O)c(OC)c1`?
Epigenetic derep: 0.0%

How did O=C(NCc1ccc(Cl)cc1)c1cc2c(s1)-c1ccccc1SC2 do in these assays?
Epigenetic derep: -2.7%

What do the screens show for `COc1cc(OC)cc(C(=O)Nc2ccc(-c3nc4ccccc4s3)cc2C)c1`?
Epigenetic derep: 1.9%

Results for CCOc1ccc(NC(=O)Cn2c(=O)n(Cc3ccco3)c(=O)c3ccc(C(=O)NC4CCCC4)cc32)cc1 ?
Epigenetic derep: inconclusive

What do the screens show for `CCOc1ccc(CCNC(=O)C(CC)n2nc(C)c3c(C)n(-c4ccccc4)nc3c2=O)cc1` (stereo not given)?
Epigenetic derep: -1.5%

How did COc1ccccc1NC(=O)C1=C(C)Nc2nc(SCc3ccccc3)nn2C1c1ccncc1 (stereo not given) do in these assays?
Epigenetic derep: -0.1%

Results for CCOc1ccc2nc(N3CCCC(C(=O)Nc4ccc(OC)cc4)C3)sc2c1 (stereo not given) ?
Epigenetic derep: 0.0%

How did CCCCN1CC(c2nc3ccccc3n2CCCCOc2ccccc2C)CC1=O (stereo not given) do in these assays?
Epigenetic derep: 4.0%

What do the screens show for `COc1ccc(-n2c(CC3C(=O)N(C)c4ccc(C)cc43)nc3ccccc3c2=O)cc1` (stereo not given)?
Epigenetic derep: -2.0%

What do the screens show for `Cc1cccc(OCC(=O)Nc2cccc(-c3nc4ccccc4s3)c2)c1`?
Epigenetic derep: 0.0%

What do the screens show for `Fc1ccc(N2CCN(c3nc4ccccc4c4nc(-c5ccccc5)nn34)CC2)cc1`?
Epigenetic derep: 0.0%

What do the screens show for `COc1ccc(-c2nnc(SCC(=O)Nc3c(C)cccc3C)nc2-c2ccc(OC)cc2)cc1`?
Epigenetic derep: inconclusive

What do the screens show for `COc1ccc(C)cc1NC(=O)Nc1nnc(N2CCCCC2)s1`?
Epigenetic derep: -2.4%

What do the screens show for `CC(=O)c1cc(C(=O)Nc2cccc(C)c2)c2ccccn12`?
Epigenetic derep: 1.9%

Results for CC(C)c1ccc(NS(=O)(=O)c2ccc3[nH]cc(C(=O)NCC4CCCO4)c(=O)c3c2)cc1 (stereo not given) ?
Epigenetic derep: 3.6%

What do the screens show for `COc1ccc(-c2nc(SCC(=O)NCC3CCCO3)c(-c3ccc(C)cc3)[nH]2)cc1OC` (stereo not given)?
Epigenetic derep: 1.7%

Results for Cc1ccc2oc(C(=O)N(Cc3ccccc3F)C3CCS(=O)(=O)C3)c(C)c2c1 (stereo not given) ?
Epigenetic derep: -1.9%

How did CCOc1ccc(NC(=O)Nc2c[nH]c(=O)[nH]c2=O)cc1 do in these assays?
Epigenetic derep: -2.0%

Results for O=S(=O)(c1ccccc1)n1nc(-c2ccccc2)nc1NCc1ccc(Cl)cc1 ?
Epigenetic derep: -1.0%

What do the screens show for `CCOC(=O)c1c(-c2ccccc2)csc1NC(=O)c1cc(-c2ccc(C)c(F)c2)on1`?
Epigenetic derep: -2.7%

How did CCOc1ccc(NC(=O)c2c(NC(=O)c3ccco3)sc3c2CCC(C(C)(C)C)C3)cc1 (stereo not given) do in these assays?
Epigenetic derep: 0.6%

What do the screens show for `CC(NC(=O)c1ccc(F)cc1)c1nc2ccccc2[nH]1` (stereo not given)?
Epigenetic derep: 5.3%

How did CCC(=O)N1CCc2cc(S(=O)(=O)NC(Cc3ccccc3)C(=O)NCc3ccc(C)cc3)ccc21 (stereo not given) do in these assays?
Epigenetic derep: -5.4%

How did CCOC(=O)c1cnc2c(ccc3ccccc32)c1Nc1ccccc1O do in these assays?
Epigenetic derep: 9.3%

Results for Cc1ccc2nc(N3CCN(c4ccccc4)CC3)c3nnnn3c2c1 ?
Epigenetic derep: -1.9%

How did COc1ccccc1C1=Nn2c(nc3sc(C(=O)Nc4ccccc4Cl)c(C)c3c2=O)SC1 do in these assays?
Epigenetic derep: -1.9%

What do the screens show for `CCOc1ccccc1NC(=O)CN1C(=O)COc2ccc(S(=O)(=O)Nc3ccccc3)cc21`?
Epigenetic derep: 2.7%

Results for COc1cc(OC)cc(C(=O)Nc2ccc3oc(-c4ccc(Cl)cc4)nc3c2)c1 ?
Epigenetic derep: 1.6%

How did CC(=O)N1CCc2c(sc3c2c(=O)n(-c2ccccc2)c(=O)n3Cc2cccc(C(F)(F)F)c2)C1 do in these assays?
Epigenetic derep: 0.0%

How did CCOC(=O)c1c(NC(=O)COc2cccc(C)c2C)sc2c1CCCCC2 do in these assays?
Epigenetic derep: -0.8%

What do the screens show for `CCOc1ccc(CCNC(=O)Cn2ncn3c(cc4ccccc43)c2=O)cc1OCC`?
Epigenetic derep: 0.0%
